# Bioassay records deposited in PubChem BioAssay by NCI.
# All columns: NCI-60 one-dose screen, growth in % after 48 h at 10 µM unless noted; 100 = growth as untreated, 0 = no growth, -100 = all killed.
# SNB-75: SNB-75 CNS cancer; AID 1794750; 79,000 tested, 5% active
# KM12: KM12 colon cancer cells | 82,000 tested, 5% active
# SW-620: SW-620 colon cancer; 82,000 tested, 5.2% active; AID 1794795
# HCT-116: HCT-116 colon cancer. 82,000 tested, 7.3% active
# SNB-19: SNB-19 CNS cancer cells; 81,000 tested, 2.5% active
# HCC-2998: HCC-2998 colon cancer; AID 1794799; 79,000 tested, 4.7% active
# COLO 205: COLO 205 colon cancer | AID 1794742 | 79,000 tested, 7.3% active
# HT29: HT29 colon cancer. AID 1794748. 81,000 tested, 7.4% active
# HCT-15: HCT-15 colon cancer | AID 1794746 | 82,000 tested, 5.2% active
# Active calls of the source: *; x = no result given; & = joins results of further samples; ! = not confirmed by another sample. How the source made its calls: active means growth percent below 10; inactive means the rest. Random draw from the library; about 10% have a hit in one of these screens.
# The first 17 entries as a preview:
# Screens in order: SNB-75	KM12	SW-620	HCT-116	SNB-19	HCC-2998	COLO 205	HT29	HCT-15
[1] CCN(CC)CCNC(Cc1ccccc1)c1cccc(OC)c1 (centres undefined)
    86	103	99	93	99	98	98	91	103
[2] CCOC(=O)c1c(CCC(=O)O)c[nH]c1C(=O)O
    86	107	100	100	97	101	103	99	100
[3] CCOC(=O)CC1=C(O)c2ccccc2C(=O)C1=O
    80	105	98	103	109	104	101	101	95
[4] ClCC1CSC(c2ccccc2)O1 (centres undefined)
    84	102	106	93	109	101	102	103	101
[5] CCCC(=O)Oc1cc(C)ccc1C(C)C
    84	102	101	83	101	114	99	86	106
[6] Cc1ccc(NC(=O)Cn2c(=O)c3ccccc3c(=O)n2-c2ccccc2)cc1
    82	91	101	80	93	97	102	83	90
[7] COc1nc2c(c(=O)n1C)C(c1ccccc1)C=C(C(=O)O)N2 (centres undefined)
    75	106	107	103	106	113	125	113	110
[8] Cc1ccc(NC(=O)C2CCC(CN3CCN(C)CC3)CC2)cc1Nc1nccc(-c2cccnc2)n1 (centres undefined)
    78	97	98	101	100	106	94	100	95
[9] O=C1Nc2ccc(Cl)cc2/C1=C/c1ccc(OCc2ccc(Br)cc2F)cc1
    18&100	59&101	24&98	-11*!	23&100	78&112	52&103	40&104	46&102
[10] COc1ccc(-c2n[nH]c(=O)c3c2sc2ncc(-c4ccc(C)cc4)n23)cc1
    92	91	97	85	97	107	103	88	95
[11] COc1ccc(Cl)cc1Nc1nc2c(s1)CCCc1cc(C(=O)NC(C)(C)C)[nH]c1-2
    101	61	95	69	109	108	91	50	53
[12] COc1ccc(-c2[nH]nc(N)c2-c2cc(OC)c3c(c2)OCO3)cc1
    x	28	20	31	69	44	61	26	46
[13] COc1ccc2[nH]c3c(cnn4cnnc34)c2c1
    84	100	113	93	107	97	102	102	109
[14] Cc1sc2nc(Cc3nc4ccccc4s3)[nH]c(=O)c2c1C
    79	91	101	104	108	98	99	103	98
[15] Cc1ccc(S(=O)(=O)n2oc(=O)c(C3CCCCC3)c2N)cc1
    100	100	110	87	109	89	118	102	107
[16] O=C(O)CS(=O)c1ccc(Cl)cc1 (centres undefined)
    103	103	106	98	104	97	107	105	96
[17] COc1c(F)cc(-n2c(C(=O)N3CC(F)C3)cc3cccnc32)cc1F
    82	99	104	96	94	100	118	104	99

# All compounds of this part, previewed entries included:
# Screens in order: SNB-75	KM12	SW-620	HCT-116	SNB-19	HCC-2998	COLO 205	HT29	HCT-15
[1] CCN(CC)CCNC(Cc1ccccc1)c1cccc(OC)c1 (centres undefined)
    86	103	99	93	99	98	98	91	103
[2] CCOC(=O)c1c(CCC(=O)O)c[nH]c1C(=O)O
    86	107	100	100	97	101	103	99	100
[3] CCOC(=O)CC1=C(O)c2ccccc2C(=O)C1=O
    80	105	98	103	109	104	101	101	95
[4] ClCC1CSC(c2ccccc2)O1 (centres undefined)
    84	102	106	93	109	101	102	103	101
[5] CCCC(=O)Oc1cc(C)ccc1C(C)C
    84	102	101	83	101	114	99	86	106
[6] Cc1ccc(NC(=O)Cn2c(=O)c3ccccc3c(=O)n2-c2ccccc2)cc1
    82	91	101	80	93	97	102	83	90
[7] COc1nc2c(c(=O)n1C)C(c1ccccc1)C=C(C(=O)O)N2 (centres undefined)
    75	106	107	103	106	113	125	113	110
[8] Cc1ccc(NC(=O)C2CCC(CN3CCN(C)CC3)CC2)cc1Nc1nccc(-c2cccnc2)n1 (centres undefined)
    78	97	98	101	100	106	94	100	95
[9] O=C1Nc2ccc(Cl)cc2/C1=C/c1ccc(OCc2ccc(Br)cc2F)cc1
    18&100	59&101	24&98	-11*!	23&100	78&112	52&103	40&104	46&102
[10] COc1ccc(-c2n[nH]c(=O)c3c2sc2ncc(-c4ccc(C)cc4)n23)cc1
    92	91	97	85	97	107	103	88	95
[11] COc1ccc(Cl)cc1Nc1nc2c(s1)CCCc1cc(C(=O)NC(C)(C)C)[nH]c1-2
    101	61	95	69	109	108	91	50	53
[12] COc1ccc(-c2[nH]nc(N)c2-c2cc(OC)c3c(c2)OCO3)cc1
    x	28	20	31	69	44	61	26	46
[13] COc1ccc2[nH]c3c(cnn4cnnc34)c2c1
    84	100	113	93	107	97	102	102	109
[14] Cc1sc2nc(Cc3nc4ccccc4s3)[nH]c(=O)c2c1C
    79	91	101	104	108	98	99	103	98
[15] Cc1ccc(S(=O)(=O)n2oc(=O)c(C3CCCCC3)c2N)cc1
    100	100	110	87	109	89	118	102	107
[16] O=C(O)CS(=O)c1ccc(Cl)cc1 (centres undefined)
    103	103	106	98	104	97	107	105	96
[17] COc1c(F)cc(-n2c(C(=O)N3CC(F)C3)cc3cccnc32)cc1F
    82	99	104	96	94	100	118	104	99
[18] CC(C)=NNC(=O)c1ccc([N+](=O)[O-])cc1
    85	108	100	95	100	116	103	107	100
[19] COC1C(CO)OC(OC2CC(C(C)C)C3(C)CCC4(C)C5C(=CCC4(C)C23)[C@@]23CC[C@H]4OC2O[C@@H]5CC3C4(C)C)C(O)C1O (some centres undefined)
    99	88	110	94	98	109	99	86	97
[20] COC(=O)CC[C@@H](C)[C@H]1CC[C@H]2[C@@H]3CC[C@@H]4C[C@@H](OCCC#N)CC[C@]4(C)[C@H]3CC[C@]12C
    50	100	97	92	93	107	x	93	91
[21] OCc1ncc(-c2ccc(C(F)(F)F)cc2)c(NCCCC(F)(F)C(F)(F)C(F)(F)C(F)(F)C(F)(F)C(F)(F)C(F)(F)C(F)(F)F)n1
    113	104	109	100	114	109	102	105	101
[22] O=C1CSC(c2c(Cl)cccc2Cl)N1c1nc(Cl)cc(=O)[nH]1 (centres undefined)
    113	112	102	103	103	102	111	111	123
[23] O=C(Nc1nccs1)c1ccc(COc2ccccc2)o1
    93	97	104	103	96	102	114	102	95
[24] COc1cc(/C=C/C(=O)c2cccc(B(O)O)c2)cc(OC)c1
    73	67	89	70	94	73	103	81	62
[25] CC(=O)CC(=O)c1ccccc1.[Cu+2]
    121	98	103	98	97	107	116	106	94
[26] Cc1cccc(Oc2ccc(Nc3ncnc4ccc(NC(=O)CN(C)C)cc34)cc2Cl)c1
    66	35	13	21	60	13	-16*	3.2*	-41*
[27] Cc1cc(-c2cc(C)c(N)cc2C)c(C)cc1N
    101	75	100	79	85	104	99	99	73
[28] O=C(CSc1nc2ccccc2c(=O)n1CCc1ccccc1)Nc1ccc(F)cc1
    101	92	98	81	106	105	103	90	90
[29] COc1ccc(C(=NNS(=O)(=O)c2ccc(C)cc2)c2ccc(F)cc2)cc1OC
    96	98	95	95	92	104	100	99	94
[30] O=C(/C=C/c1cn(-c2ccccc2)nc1-c1ccc(Cl)cc1)OCc1cn(-c2ccccc2[N+](=O)[O-])nn1
    x	97	97	92	91	102	114	107	101
[31] CCN(CC)CCSC1OC(=O)c2ccccc21 (centres undefined)
    95	105	105	88	107	95	108	99	92
[32] Oc1cccc2ccc(N/N=C/c3cc(CN4CCOCC4)c(O)c4ncccc34)nc12
    36	14	26	23	24	27	12	18	26
[33] O=C(O)c1ccc2c(c1)C(=O)c1ccccc1C2=O
    92	99	97	106	104	104	100	108	106
[34] C[C@H]1[C@H](C)CC[C@]2(C(=O)NCCNCCN)CC[C@]3(C)C(=CC[C@@H]4[C@@]5(C)CCC(=O)C(C)(C)[C@@H]5CC[C@]43C)[C@H]12
    65	11	-75*	-52*	72	-44*	-50*	4.1*	13
[35] COC(=O)C1NC(=S)N(c2ccc(Cl)cc2)C1/C=C/c1ccccc1 (centres undefined)
    127	96	108	96	103	93	108	104	99
[36] CNC(=O)c1cc(N2CCc3c2ccc(NC(=O)c2ccc(N4CCOCC4)c(C(F)(F)F)c2)c3F)ccn1
    97	95	115	91	99	117	108	96	92
[37] O=C1c2c(c3c4ccccc4[nH]c3c3ccc4ccccc4c23)C(=O)N1CCO
    46	x	66	78	79	91	65	61	65
[38] Cc1cc(=O)[nH]c2ccc(Cc3ccccc3)cc12
    35	82	80	70	82	x	69	68	70
[39] C(CCCC1=NCCO1)CCCC1=NCCO1
    77	103	99	112	98	x	100	118	99
[40] O=C1CCC(=O)N1c1ccccc1Cl
    106	98	112	84	x	102	186	110	99
[41] Cc1ccc(S(=O)(=O)Oc2ccc(-c3ccc4sccc4c3)cc2)cc1
    108	97	93	87	99	90	103	85	92
[42] O=C1C=CC(=CC=C2N(Cc3ccc4ccccc4c3)c3ccccc3N2Cc2ccc3ccccc3c2)C=C1
    27&40	11&34	19&29	15&11	8.3*!	33&21	0.6*	13&15	95&95
[43] Cc1ccc(-c2nc(-c3ccc(-c4nc5ccc(F)cc5[nH]4)cc3)no2)cc1
    97	89	93	100	91	142	101	99	100
[44] O=C(O)CNc1ncnc2nc[nH]c12
    101	106	105	102	103	101	103	103	104
[45] CC[Si](CC)(CC)c1ccccc1
    91	98	103	101	103	115	110	113	98

# Profiles from above. Values in the order: SNB-75	KM12	SW-620	HCT-116	SNB-19	HCC-2998	COLO 205	HT29	HCT-15
# `O=C1C=CC(=CC=C2N(Cc3ccc4ccccc4c3)c3ccccc3N2Cc2ccc3ccccc3c2)C=C1` is entered as 27&40	11&34	19&29	15&11	8.3*!	33&21	0.6*	13&15	95&95
# `O=C1c2c(c3c4ccccc4[nH]c3c3ccc4ccccc4c23)C(=O)N1CCO` is entered as 46	x	66	78	79	91	65	61	65

# Later entries:
# Screens in order: SNB-75	KM12	SW-620	HCT-116	SNB-19	HCC-2998	COLO 205	HT29	HCT-15
[46] Cn1nc(C(=O)O)c(=O)[nH]c1=O
    102	109	105	104	103	110	106	x	101
[47] N#Cc1ccc(OC(=O)Nc2c(Cl)cc(Cl)cc2Cl)cc1
    127	107	118	101	99	110	128	104	107
[48] COc1ccc(C2NNC(=S)N2)cc1O (centres undefined)
    94	111	108	97	102	114	109	103	102
[49] CCN(CC)c1ccc(/C=C2\SC(=O)C(Nc3nnc(-c4cccnc4SCc4ccccc4)o3)C2=O)cc1 (centres undefined)
    44	10	23	5.8*	64	4.2*	x	3.1*	15
[50] O=C(/C=C/c1ccc(C(F)(F)F)cc1)c1ccc(Nc2nc(NCCO)nc(NCCO)n2)cc1
    56	19	1.3*	-25*	57	97	37	5.5*	45
[51] N#CC1(NC2CCCCC2)CCN(Cc2ccccc2)CC1
    133	125	119	97	101	92	138	119	109
[52] CCOC(C(OCC)[n+]1ccccc1)[n+]1ccccc1 (centres undefined)
    93	103	100	103	111	99	110	104	104
[53] CC1=C(C(=O)OCC(C)C)C(c2ccc3c(c2)OCO3)NC(=S)N1 (centres undefined)
    94	99	115	101	103	112	123	106	100
[54] CCOC(=O)c1c[nH]c(=S)[nH]c1=O
    100	103	107	102	97	99	112	100	103
[55] N#CCCNN
    87	94	100	95	113	89	108	x	104
[56] COc1ccc(NC(=O)C2CCN(c3nc(C(F)(F)F)ccc3C#N)CC2)cc1
    x	96	106	79	81	113	115	80	83
[57] CC(C)c1ccccn1
    91	102	96	86	102	94	97	96	97
[58] CC(=O)c1c(C)cc(C)c(Br)c1C
    x	105	100	104	100	105	111	104	100
[59] COc1cc(OC)c(C(=O)/C=C/c2ccccc2C(F)(F)F)c(OC)c1
    117	90	109	61	86	105	116	61	70
[60] O=C1c2cccc3cccc(c23)C(=O)N1CC#Cc1ccc2c3c(cccc13)C(=O)N(CCN1CCNCC1)C2=O
    100	99	28	-64*	86	104	94	24	62
[61] COc1ccc(C(=O)/C=C/c2c[n+](=O)c3ccc(F)cc3n2[O-])cc1
    106	113	109	103	103	104	127	106	101
[62] CC12CCCC(CC(=O)c3[nH]c4ccccc4c31)C2 (centres undefined)
    x	27	22	23	28	43	7.1*	13	27
[63] Cc1cc(SCC(=O)c2ccccc2)cc(C)[o+]1
    90	99	108	94	91	x	114	99	98
[64] CCCCC[C@@H]1Cc2cc(O)c(C(=O)O)c3c2[C@H](C[C@@]2(CCCO2)O3)O1
    98	118	111	100	107	96	112	113	112
[65] CCC(C)NCCOC(=O)c1ccccc1 (centres undefined)
    72	103	109	107	99	109	95	101	104
[66] CCCNC(=O)c1cccc([N+](=O)[O-])c1
    97	106	108	104	112	94	111	108	103
[67] C[N+](C)(C)CC[N+](C)(C)C
    88	112	101	100	94	x	115	84	105
[68] CSCCC(N)C(=O)NNc1n[nH]c(=S)n1N (centres undefined)
    92	100	93	90	94	99	107	102	103
[69] C=C(CNCCc1ccc(O)cc1)[C@@H]1CC[C@]2(CO)CC[C@]3(C)[C@H](CC[C@@H]4[C@@]5(C)CCC(NCCO)C(C)(C)[C@@H]5CC[C@]43C)[C@@H]12 (some centres undefined)
    -98*	-26*	-82*	-92*	-73*	-84*	-68*	-44*	-81*
[70] O=c1[nH]c(-c2csc(-c3cccs3)n2)cc2ccccc12
    88	101	109	103	95	98	110	107	99
[71] CCOP(=O)(OCC)C1c2ccccc2-c2ccccc21
    88	107	109	106	93	105	103	x	116
[72] COc1ccc2nc(-c3ccc(-n4cncc4-c4cc(OC)c(OC)c(OC)c4)cc3)sc2c1
    x	108	100	104	97	108	103	102	99
